# TLR4 MyD88 comp – inhibitors of TLR4-MyD88 association in cells, primary screen, cell-based, HeLa CL3-4, BLA complementation, FRET ratio; Toll-like receptor 4 (Homo sapiens) + Myeloid differentiation primary response protein …; HeLa CL3-4 TLR4/MyD88 BLA complementation; inhibition, % at 8.4 µM; 200,000 compounds, 0.18% hits; in the data active = inhibition above about 25%;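 note: 0% = vehicle and 100% = reference inhibitor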
# S1P3 antagonist – S1P3 receptor antagonists, primary screen, cell-based | Sphingosine 1-phosphate receptor 3 (Homo sapiens), Q99500 | inhibition, % at 4.98 µM | CHO S1P3 NFAT-BLA reporter, FRET fluorescence, antagonist mode | AID 485, 2006 | 170,000 compounds, 0.27% hits;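 active = inhibition above the plate cutoff, the mean inhibition of test wells on that plate plus 3 SD, cut at about 28% in these data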;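 note: cells challenged with S1P at its EC80 of 0.8 µM; blue over green emission ratio from cleaved BLA substrate after 4 h stimulation; 0% = S1P-stimulated wells and 100% = unstimulated DMSO-only wells; some compounds past the cut are filed as inactive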
# Target sequence (Q99500 whole entry, looked up): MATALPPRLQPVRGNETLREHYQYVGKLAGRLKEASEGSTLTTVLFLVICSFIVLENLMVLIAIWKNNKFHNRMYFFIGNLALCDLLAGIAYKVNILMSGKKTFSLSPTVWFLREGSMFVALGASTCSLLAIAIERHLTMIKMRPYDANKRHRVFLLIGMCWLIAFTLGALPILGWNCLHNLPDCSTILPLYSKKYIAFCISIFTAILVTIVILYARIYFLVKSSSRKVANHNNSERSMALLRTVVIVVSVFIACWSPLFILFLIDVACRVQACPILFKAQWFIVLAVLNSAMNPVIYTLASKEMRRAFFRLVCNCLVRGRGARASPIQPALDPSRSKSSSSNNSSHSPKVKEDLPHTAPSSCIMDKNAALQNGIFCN
# Lmaj promast – Leishmania major promastigote growth inhibition, primary screen | inhibition, % at 10 µM | 200,000 compounds, 9% hits | Leishmania major promastigotes, resazurin fluorescence viability; in the data active = inhibition above about 50%;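 note: promastigotes grown with compound for 44 hours at 28 °C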
# bIAP inhibitor – bovine intestinal alkaline phosphatase inhibitors, primary screen, selectivity assay for TNAP inhibitor project, biochemical, bovine IAP, CDP-star luminescence; 190,000 tested, under 10 active; AID 1019, 2008; purified bovine IAP, 30 min; alkaline phosphatase, intestinal [Bos taurus]; inhibition, % at 20 µM;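 active = over 50% inhibition of intestinal alkaline phosphatase at 20 µM in the single-dose screen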
#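 System: purified bovine intestinal alkaline phosphatase (IAP) enzyme; Input: IAP diluted 1/65,000,000 in the well; Measured by: CDP-star luminescence signal; Compound dosing: 20 µM single dose; Incubation: 30 min reaction at room temperature.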
# PPARg SRC1 recr – PPARgamma agonists recruiting SRC-1 coactivator, primary screen, biochemical. Peroxisome proliferator-activated receptor gamma (Homo sapiens), P37231. PPARgamma-SRC-1 coactivator recruitment biochemical assay. 200,000 compounds, 0.41% hits. AID 631, 2007. activation, % at 8 µM; in the data active = activation above about 19%;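 note: 0% = DMSO and 100% = reference agonist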
# PPARg SRC3 recr – PPARgamma agonists recruiting SRC-3 coactivator, primary screen, biochemical | Peroxisome proliferator-activated receptor gamma (Homo sapiens), P37231 | biochemical PPARgamma/SRC-3 coactivator recruitment assay | activation, % at 8 µM | 200,000 compounds, 0.26% hits; in the data active = activation above about 23%;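 note: 0% = DMSO and 100% = reference agonist; some compounds past the cut are filed as inactive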
# DTT redox prof – compounds producing H2O2 with reducing agent – biochemical, NIH compound library profiling, artefact control for MLSCN library redox annotation, primary screen. DTT-dependent redox cycling H2O2, phenol red/HRP absorbance; 100% = 100 µM peroxide control, 0% = buffer. activation, % at 10 µM. 200,000 compounds, 0.03% hits;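 active = activation of at least 50% relative to the plate's high and low controls in the primary single-dose screen; inactive = activation below 50%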;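 note: compound incubated with DTT at 0.8 mM final as the reducing agent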
# bIAP activator – bovine intestinal alkaline phosphatase activators, primary screen, biochemical, bovine IAP, CDP-star luminescence; alkaline phosphatase, intestinal [Bos taurus]; purified bovine IAP, 30 min; hits give high values; fold of DMSO-control signal, blank-subtracted; activation factor at 20 µM; 200,000 compounds, 0.17% hits; AID 1016, 2008;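 active = activation factor of 2 or more at 20 µM, a signal rise over negative controls twice the positive control's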
# PPARg SRC2 recr – agonists of PPARg-SRC-2 recruitment, primary screen, biochemical, HTS; activation, % at 8 µM; 200,000 compounds, 0.34% hits; Peroxisome proliferator-activated receptor gamma (Homo sapiens), P37231; PPARgamma LBD-SRC-2 recruitment; in the data active = activation above about 22%;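 note: 0% = vehicle and 100% = reference agonist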
# TR-FRET SRC-2 ct – TR-FRET signal artefacts, primary screen, artefact control for PPARgamma SRC-2 agonist project, biochemical; 200,000 compounds, 0.4% hits; TR-FRET artefact counter-screen; hits give high values; TR-FRET ratio at 8 µM; in the data active = TR-FRET ratio above about 2000; note: inactives centre near 1500
# ROMK primary – ROMK potassium channel modulators, primary screen, cell-based, thallium flux, MLSMR library | ATP-sensitive inward rectifier potassium channel 1 (Homo sapiens), P48048 | Tet-inducible ROMK, thallium flux fluorescence; actives lie on both sides | B-score at 10 µM | 130,000 compounds, 2% hits;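 active = signal ratio slope over the read window, or its plate-corrected B-score, at least 3 SD from the plate mean, either direction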;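 note: B-score of the F/F0 ratio slope over 7 to 12 s after thallium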
# Target sequence (P48048 whole entry, looked up): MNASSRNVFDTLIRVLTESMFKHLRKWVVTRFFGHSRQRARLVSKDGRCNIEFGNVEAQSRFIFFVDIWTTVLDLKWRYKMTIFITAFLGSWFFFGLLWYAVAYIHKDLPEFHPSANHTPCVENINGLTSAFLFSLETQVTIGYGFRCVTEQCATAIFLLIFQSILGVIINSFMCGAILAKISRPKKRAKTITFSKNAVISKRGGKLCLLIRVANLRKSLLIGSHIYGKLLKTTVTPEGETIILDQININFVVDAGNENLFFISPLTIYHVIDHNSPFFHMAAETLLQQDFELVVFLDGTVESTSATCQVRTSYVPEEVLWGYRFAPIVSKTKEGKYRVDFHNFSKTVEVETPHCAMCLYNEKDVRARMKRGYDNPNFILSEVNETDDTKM
# Starred values were filed as active, the others as inactive; · = no result given.
SMILES,TLR4 MyD88 comp,S1P3 antagonist,Lmaj promast,bIAP inhibitor,PPARg SRC1 recr,PPARg SRC3 recr,DTT redox prof,bIAP activator,PPARg SRC2 recr,TR-FRET SRC-2 ct,ROMK primary
C=C(C=O)CC1CC(O)[C@]2(C)OC3CC4OC5C[C@]6(C)O[C@]7(C)CCC8OC9C[C@]%10(C)OC%11C(C)=CC(=O)OC%11CC%10OC9C[C@@H](C)C8OC7CC6O[C@]5(C)CC5OC5C4OC3CC2O1 (some centres undefined),12,-26,101*,-9,6,-3,-0.9,1.1,12,1545,·
CC1CN=C(Nc2ccc(F)cc2)S1 (centres undefined),4,-20,-2,6,3,-1,-0.6,0.9,9,1778,0.42
CC(c1ccccc1F)n1cc(C(=O)Nc2ccc3nc[nH]c3c2)nn1 (centres undefined),-13,·,72*,-31,-5,-26,-0.4,1.3,-8,1312,0.42
C[C@@]1(CO)[C@H](O)CC[C@@]2(C)[C@H]1CC[C@H]1C[C@@H]3C[C@@]12CC[C@]3(O)CO,5,-8,100*,14,1,-1,0.4,0.9,3,1643,·
COc1ccc(CCNC(=O)c2c(N)n(CCN3CCOCC3)c3nc4ccccc4nc23)cc1,-29,-5,96*,9,5,-1,-0.2,0.9,3,1672,·
COc1ccc(C2SCC(=O)Nc3c2c(C)nn3-c2ccccc2)cc1 (centres undefined),-3,·,100*,1,4,1,0.3,1,4,1597,0.32
CCN1CCN(C(=O)COc2cc(=O)n(CC)c3ccccc23)CC1,9,-12,3,0,-7,7,1.9,1,-9,1456,·
COc1ccc(-n2c(/C=C/c3ccc4c(c3)OCO4)nc3ccccc3c2=O)cc1,15,-2,19,4,3,3,-0.2,1,16,1632,-0.029
O=c1c2ccccc2nc(SCC2CCCCO2)n1-c1ccccc1 (centres undefined),6,-3,76*,7,-3,2,-0.3,0.9,4,1657,0.37
O=C(Cc1ccccc1)N1CCN(Cc2ccccn2)CC1,-5,31,-2,-10,-7,4,0.4,1.1,-2,1282,-0.082
O=C(c1ccc(-c2ccccc2)c(F)c1)C1CCCN(CCO)C1 (centres undefined),-4,-13,99*,3,-2,2,0.0,1,1,1502,-0.78
O=C(c1cc(F)ccc1F)C1CCCN(CCCc2ccccc2)C1 (centres undefined),-11,-5,82*,16,5,2,0.7,0.8,-8,1532,-0.086
O=C1NC(=O)N(c2ccc3c(c2)OCO3)C(=O)/C1=C/c1ccsc1,4,-24,0,-14,2,-2,0.1,1.1,-2,1574,-0.22
Cc1ccc(-c2nc3ccccc3c(=O)n2-c2cccc(C)n2)cc1,-2,12,-4,-14,6,1,-0.9,1.1,4,1473,0.51
CC1=CC(=C2C(=O)NC(=O)NC2=O)C=C(C(F)(F)F)N1C(C)C,-3,-8,-2,4,0,-11,-0.8,1,-1,1545,·
CCC(=NCCc1ccccc1)c1c(O)n(C2CCCCC2)c(=O)[nH]c1=O,-5,·,21,4,2,-2,0.1,1,0,1339,-2.2
CC[C@@H](C(N)=O)N1CCCC1=O,·,-5,·,5,1,2,·,0.9,7,1433,·
CCCCCCn1c(O)c(C=Nc2c(C)n(C)n(-c3ccccc3)c2=O)c(=O)[nH]c1=O,9,·,0,-3,5,-6,-0.7,1,25*,1830,2.5
COC(=O)N(c1ccccc1)P1(=S)OCCO1,0,2,-8,-11,1,2,-0.4,1.1,-1,1610,0.3
CCOC(=O)c1c(C)n(CC(O)CN2CCOCC2)c2cc(Br)c(OC)cc12 (centres undefined),-14,3,18,-3,1,0,-0.8,1,7,1653,-0.0088
Cc1ccc(N2C(=O)NC(=O)/C(=C\c3ccc(N4CCOCC4)cc3)C2=O)cc1,10,-1,2,-6,-3,-2,0.0,1.1,-4,1528,-0.66
CS(=O)(=O)N1CCN(C(=N)N[N+](=O)[O-])CC1,2,-17,-4,-28,1,-4,0.3,1.3,2,1482,-2.6*
COc1ccc(C2C([N+](=O)[O-])=C(N)Oc3c2c(=O)oc2ccccc32)cc1 (centres undefined),-7,-8,-6,16,2,0,0.5,0.8,2,1587,0.057
O=C(C1CC(=O)N(c2ccc(F)c(Cl)c2)C1)N1CCC2(CC1)OCCO2 (centres undefined),-17,-22,10,-5,4,-1,2.7,1.1,-4,1409,·
Cc1nc(CCl)cc(=O)[nH]1,1,8,-9,2,3,2,-2.3,1,7,1573,-0.34

# 3 records picked at random from the list so far, as already listed:
SMILES,TLR4 MyD88 comp,S1P3 antagonist,Lmaj promast,bIAP inhibitor,PPARg SRC1 recr,PPARg SRC3 recr,DTT redox prof,bIAP activator,PPARg SRC2 recr,TR-FRET SRC-2 ct,ROMK primary
C[C@@]1(CO)[C@H](O)CC[C@@]2(C)[C@H]1CC[C@H]1C[C@@H]3C[C@@]12CC[C@]3(O)CO,5,-8,100*,14,1,-1,0.4,0.9,3,1643,·
CS(=O)(=O)N1CCN(C(=N)N[N+](=O)[O-])CC1,2,-17,-4,-28,1,-4,0.3,1.3,2,1482,-2.6*
CC(c1ccccc1F)n1cc(C(=O)Nc2ccc3nc[nH]c3c2)nn1 (centres undefined),-13,·,72*,-31,-5,-26,-0.4,1.3,-8,1312,0.42

# Limited to bIAP inhibitor and PPARg SRC2 recr, for four of the compounds above:
molecule | bIAP inhibitor | PPARg SRC2 recr
CS(=O)(=O)N1CCN(C(=N)N[N+](=O)[O-])CC1 | -28 | 2
COc1ccc(C2C([N+](=O)[O-])=C(N)Oc3c2c(=O)oc2ccccc32)cc1 (centres undefined) | 16 | 2
O=C(C1CC(=O)N(c2ccc(F)c(Cl)c2)C1)N1CCC2(CC1)OCCO2 (centres undefined) | -5 | -4
Cc1nc(CCl)cc(=O)[nH]1 | 2 | 7

# Next entries.
SMILES,TLR4 MyD88 comp,S1P3 antagonist,Lmaj promast,bIAP inhibitor,PPARg SRC1 recr,PPARg SRC3 recr,DTT redox prof,bIAP activator,PPARg SRC2 recr,TR-FRET SRC-2 ct,ROMK primary
CCC(=NCC1CCCO1)c1c(O)n(Cc2ccccc2)c(=O)[nH]c1=O (centres undefined),-5,-16,-4,4,7,2,-0.8,1,1,1794,·
Cc1ccsc1C(=O)C1CCCN(Cc2cnn(C(C)C)c2)C1 (centres undefined),-2,-11,-1,-6,17,4,0.9,1.1,3,1526,0.53
O=C1NC(=O)N(Cc2ccco2)C(=O)/C1=C/c1ccc(-c2cccc([N+](=O)[O-])c2)o1,-2,8,99*,15,7,10,-0.1,0.9,3,1532,·
O=[N+]([O-])c1cccc(CN2CCN(Cc3ccc(Cl)cc3)CC2)c1,1,-17,85*,-12,-4,3,-1.7,1.1,7,1478,-1.5
COc1ccc(Cl)cc1C(=O)C1CCCN(CCO)C1 (centres undefined),-3,-12,4,2,14,5,-1.5,1,-1,1458,0.034
CC(N)Cc1c[nH]c2ccc(Cl)cc12 (centres undefined),2,·,2,·,2,11,-7.5,·,11,1751,·
COC(=O)c1c(C)n(Cc2ccc3c(c2)OCO3)c2ccc(O)cc12,0,-10,50,21,-2,1,2.5,0.8,12,1555,·
COc1ccc(C(C)=O)cc1CC(C(=O)c1ccc(F)cc1)N(C)C (centres undefined),2,1,-3,2,4,0,0.3,1,6,1608,·
COC(=O)C(O)(c1ccc(N(C)S(=O)(=O)c2ccccc2)cc1)C(F)(F)F (centres undefined),14,2,100*,7,6,2,-1.5,0.9,0,1412,·
N#CSCC(=O)N1c2ccccc2CCc2ccccc21,-8,-21,96*,-1,5,-2,0.0,1,10,1750,-3.9*
CCOc1ccccc1N1C(=O)NC(=O)C(CCc2ccncc2)(CCc2ccncc2)C1=O,-14,·,0,9,-1,-14,0.7,0.9,-3,1360,·
O=C1NC(=O)[C@]2(Cc3ccccc3N3CCN(c4ccccc4)CC32)C(=O)N1c1ccccc1 (some centres undefined),-3,7,5,2,0,-6,-0.6,1,-10,1520,1.3
COc1ccccc1CCNC1CCCC(C)C1 (centres undefined),5,7,10,3,2,-1,-0.3,1,6,1548,-1.8
Cc1ccc(C2N(c3ccccn3)C(=O)C3CCCN32)o1 (centres undefined),11,-7,-1,-1,-10,6,-0.7,1,11,1732,0.18
Nc1ccc(Cl)cc1C(=O)c1ccccc1Cl,-14,-1,-1,0,-3,-1,-0.2,1,0,1423,0.3
O=C(c1ccccc1)c1cn(CC(=O)N2CCCc3ccccc32)c2ccccc12,12,·,95*,9,4,5,0.3,0.9,1,1365,-0.53
CC1CCCN(C(=O)c2ccc(N3CC4CC(C3)c3cccc(=O)n3C4)c([N+](=O)[O-])c2)C1 (centres undefined),8,-6,-1,-54,-2,0,-0.3,1.5,3,1567,0.28
CCOC(=O)c1c(-n2c(C)cc(C=C3C(=O)NC(=O)NC3=O)c2C)sc2c1CCCC2,6,·,84*,12,1,3,0.2,0.9,1,1479,-4.7*
Cc1ccc(-n2c(O)c(/C=N/N3CCCCC3c3cccnc3)c(=O)[nH]c2=S)cc1 (centres undefined),1,-10,-4,8,4,-1,-0.1,0.9,-1,1453,0.7
O=C1NC(=O)N(Cc2ccccc2Cl)C(=O)/C1=C/c1cccs1,8,-16,35,14,9,-2,-0.9,0.9,-1,1535,-0.45
OC(CNC1CCCCCCC1)c1ccccc1 (centres undefined),-3,-6,15,0,1,1,0.3,1,-4,1213,-0.032
CC1=CC(=C2C(=O)NC(=O)NC2=O)C=C(C(F)(F)F)N1Cc1ccccc1,-6,-1,2,-5,12,3,-0.2,1,8,1763,1.2
COc1ccc(CCNCc2cccc(C(F)(F)F)c2)cc1OC,13,-10,8,-2,-2,3,-0.8,1,-3,1301,-2.8
Cc1cccc(-n2c(-c3ccco3)nc3ccccc3c2=O)c1C,-7,-26,12,-15,-4,3,-0.7,1.2,5,1582,·
CC#CP(=O)(OC)C(O)(CF)c1ccccc1 (centres undefined),16,-22,-1,5,6,2,0.0,0.9,7,1628,0.58
CC(Cc1ccccc1Sc1ccccc1O)N(C)C (centres undefined),-7,·,100*,1,8,1,2.1,1,4,1414,-0.86
O=C1Nc2ccccc2/C1=C/c1cnc[nH]1,2,·,98*,3,12,33*,1.0,1,17,1808,·
Cc1cc(C=C2C(=O)N(C)C(=O)N(C)C2=O)c(C)n1-c1ccccc1,-18,-8,1,-4,16,2,-1.4,1,-4,1776,-0.76
CC(C)C1(C)N=C(c2ncccc2C(=O)O)NC1=O (centres undefined),0,·,-2,2,-6,-7,0.1,1,4,1592,-0.79

# An excerpt. The share of hits here may be higher or lower than overall.
